Source: PubChem BioAssay (several laboratories)
STEP block: inhibitors of human striatal-enriched phosphatase STEP; recombinant STEP, OMFP fluorogenic substrate, fluorescence; inhibition, % at 20 µM; hit rate 0.25% among 360,000; AID 588621;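 active = inhibition at 20 µM, scaled per plate between control wells, above about 37%, limit read from the data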;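 also: 0% = DMSO with enzyme and substrate and 100% = substrate only without enzyme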
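Test system: STEP tyrosine phosphatase / Reagent: OMFP at 25 µM / Doses: 20 µM, 1% DMSO / Read-out: percent inhibition scaled to no-enzyme and uninhibited-enzyme controls, plate-pattern corrected / Detection: FITC-channel fluorescence of OMFP product / Medium: Bis-Tris buffer pH 6.0, 2.5 mM DTT, 0.005% Tween 20 / Schedule: 20 min at room temperature, dark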
TbMetRS inhib: Trypanosoma brucei MetRS inhibition | inhibition, % at 11.9 µM | AID 624268 | hit rate 0.4% among 360,000 | purified T. brucei MetRS, ATP depletion, Kinase-Glo luminescence;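 active = inhibition above a per-plate cutoff of the control wells' mean inhibition plus 3 SD, cut at about 5.5% in these data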;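 also: 0% = DMSO wells median and 100% = median of wells with control inhibitor compound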
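Material: parasite MetRS enzyme / Replication: singlicate, one well per compound / Signal: luminescence of leftover ATP / Schedule: 2 h aminoacylation at 25 °C after 15 min preincubation / Medium: HEPES-MgCl2-KCl buffer plus DTT, spermine, BSA, pyrophosphatase / Doses: 11.9 µM single point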
Rpn11 block: blocks the human proteasome subunit Rpn11. hit rate 0.59% among 360,000. O00487. calls only at 20 µM. AID 588493. human 26S proteasome, Ub4-pepOG fluorescence polarization; 20S core pre-blocked with epoxomicin;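 active = inhibition at 20 µM, scaled to each plate's controls, above about 33%, limit read from the data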
Target sequence (O00487 whole entry, looked up): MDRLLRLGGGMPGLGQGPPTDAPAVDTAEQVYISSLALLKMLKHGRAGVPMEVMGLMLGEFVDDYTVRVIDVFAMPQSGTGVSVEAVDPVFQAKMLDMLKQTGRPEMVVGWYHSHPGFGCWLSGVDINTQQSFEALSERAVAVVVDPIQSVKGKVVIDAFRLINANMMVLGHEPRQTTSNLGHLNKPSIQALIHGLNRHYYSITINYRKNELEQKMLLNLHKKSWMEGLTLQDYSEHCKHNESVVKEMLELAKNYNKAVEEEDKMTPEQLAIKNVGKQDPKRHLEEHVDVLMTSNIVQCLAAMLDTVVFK
SUMO1 PPI mod: alters human SUMO1 binding to SIM partners; P63165; SUMO1 binding to a labelled peptide, TR-FRET, 1 h; AID 602429; inhibition, % at 20 µM; hit rate 0.33% among 360,000; in the data active = inhibition above about 37%
Target sequence (P63165 whole entry, looked up): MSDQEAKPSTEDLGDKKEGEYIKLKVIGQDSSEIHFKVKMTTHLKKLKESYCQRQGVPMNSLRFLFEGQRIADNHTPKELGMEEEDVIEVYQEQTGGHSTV
DNMT1 inh: blocks human DNA methyltransferase DNMT1. inhibition (reported as % activation of signal), % at 10 µM. hit rate 0.83% among 360,000. P26358. DNMT1 molecular beacon, Hinp1I cleavage, fluorescence; in the data active = inhibition above about 50%
LMPTP block: blocks human LMPTP phosphatase; P24666; recombinant LMPTP-A, OMFP fluorogenic substrate, fluorescence intensity; inhibition, % at 20 µM; hit rate 0.22% among 360,000;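 active = compounds that cut the enzyme signal by at least half of the control window in the single-dose screen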;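 also: plate controls were DMSO wells with enzyme plus substrate for no effect and substrate without enzyme for full effect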
Target sequence (P24666 whole entry, looked up): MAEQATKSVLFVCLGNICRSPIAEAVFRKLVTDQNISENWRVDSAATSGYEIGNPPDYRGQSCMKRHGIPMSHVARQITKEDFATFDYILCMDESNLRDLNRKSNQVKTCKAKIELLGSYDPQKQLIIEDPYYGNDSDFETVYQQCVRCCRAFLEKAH
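Buffer or medium: Bis-Tris pH 6.0, DTT, detergent; Assay system: LMPTP-A enzyme; Quantity: 0.625 nM enzyme; Detection: endpoint fluorescence intensity; Times: 50 min dark incubation at room temperature; Controls: substrate-only low control, DMSO enzyme-plus-substrate high control; Doses: single 20 µM dose; Read-out: percent inhibition versus substrate-only and uninhibited controls; Reagent: 400 µM OMFP.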
Scp-1 inhibitor: Scp-1 (human) phosphatase inhibition | Q9GZU7 | Recombinant Scp1, phosphopeptide, malachite green phosphate absorbance | inhibition, % at 20 µM | hit rate 0.88% among 340,000 | AID 493091;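 active = inhibition above about 50% at 20 µM, limit read from the data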;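 also: plate controls were DMSO wells with enzyme for no effect and wells lacking enzyme for full effect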
Target sequence (Q9GZU7 76-261 limits assumed): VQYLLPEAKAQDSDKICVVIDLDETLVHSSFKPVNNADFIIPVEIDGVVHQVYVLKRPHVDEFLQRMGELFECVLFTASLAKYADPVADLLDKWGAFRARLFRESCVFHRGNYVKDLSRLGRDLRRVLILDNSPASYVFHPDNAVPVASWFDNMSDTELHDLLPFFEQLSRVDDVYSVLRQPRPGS
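Assay system: SCP-1 catalytic fragment, aa 76-261 | Buffer or medium: Tris acetate buffer pH 5.5 with MgCl2 and Tween-20 | Compound: One concentration, 20 µM, with 1.0% DMSO | Also added: Phospho 17-mer peptide substrate | Signal: Absorbance at 630 nm | Incubation: 45 min enzyme reaction at room temperature | Measure: % inhibition of SCP-1 phosphate liberation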
NadD inh: blocks S. aureus nicotinate mononucleotide adenylyltransferase; purified NadD enzyme, colorimetric absorbance read-out; inhibition, % at 20 µM; hit rate 0.78% among 360,000; AID 602399; in the data active = inhibition above about 26%; also: some compounds past the cut are filed as inactive
CSN deneddyl inh: inhibitors of human CSN-mediated cullin deneddylation; hit rate 0.38% among 360,000; Purified CSN, SCF-Nedd8-OG deneddylation, fluorescence polarization; inhibition, % at 12.5 µM;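 active = pattern-corrected inhibition above about 35%, with an unprinted fluorescence ratio check between 0.5 and 1.5, limit read from the data, passing the limit was not always enough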;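 also: 0% = enzyme with substrate and 100% = substrate without enzyme; some results filed as inactive read as strong as hits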
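Material: purified human Csn5 enzyme expressed in HEK293T cells / Medium: Tris buffer pH 7.5, NaCl, DTT, Tween-20, trehalose, ovalbumin / Compound dosing: 12.5 µM single point / Schedule: 90 min incubation of compound, enzyme and substrate at room temperature / Signal: fluorescence polarization of the substrate / Control set: no-enzyme wells high, enzyme-with-substrate wells low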
PABP1 MLLE inh: inhibitors of microRNA-mediated deadenylation, human PABP1 MLLE binding; P11940; GST-MLLE / FITC-PAM2 fluorescence polarization; inhibition, % at 20 µM; hit rate 0.36% among 360,000; AID 588489; in the data active = inhibition above about 35%, passing the limit was not always enough;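 also: plate controls were DMSO wells with GST-MLLE for no effect and wells lacking GST-MLLE protein for full effect; some results filed as inactive read as strong as hits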
The depositor's hits bear a star; i = inactive; . = not tested or not shown.

1) CCOc1nc(OCC)nc(-n2cc(-c3ccccc3)nn2)n1
2) Cc1noc(C)c1C(=O)N1CCC2(CC1)Oc1ccc(F)cc1C(=O)C21CC(c2ccc(Cl)cc2)=NO1 (stereo not drawn)
3) Cc1c(/C=N/N2C(=O)C3C4C=CC(C4)C3C2=O)c2ccccc2n1C (stereo not drawn)
4) O=C(COc1ccc(C(=O)c2ccccc2)cc1)NC1CCCCCC1
5) COc1ccc(Oc2nc(SC)nc3ccsc23)cc1
6) Cc1ccc(CSc2nnc(Nc3ccc(C)cc3)s2)cc1
7) CN(Cc1ccc(C(F)(F)F)cc1)C(=O)C1CCC(=O)N(C2CC2)C1 (stereo not drawn)
8) CSc1ncc(CN2CCN(C3CCCC3)C(CCO)C2)cn1 (stereo not drawn)
screen / no.,1,2,3,4,5,6,7,8
NadD inh,0,7,5,-7,-1,0,-10,-2
CSN deneddyl inh,5,-4,-3,0,-7,-3,2,6
LMPTP block,-0.5,3.4,-1.1,1.1,1.4,0.0,-1.2,-0.8
STEP block,-2,3,2,4,-6,4,0,3
SUMO1 PPI mod,-3,9,7,-1,0,3,-4,5
TbMetRS inhib,0.1,-0.2,-0.1,0.1,0.5,-0.2,-0.3,-0.6
Rpn11 block,i,i,i,i,i,i,i,i
Scp-1 inhibitor,-4,-3,-2,-8,-11,-9,-5,-6
PABP1 MLLE inh,10,5,-18,3,2,-48,5,16
DNMT1 inh,3,-7,-3,8,-7,0,1,2

9) CCOC(=O)/C(=C/c1ccc(OC(=O)c2ccccc2)cc1)C(C)=O
10) CCOC(=O)C1=C(C)N=C2SC(C(=O)OC)=CC(=O)N2C1c1ccc(OC)cc1 (stereo not drawn)
11) c1ccc(Sc2cccc3ccccc23)c(CNC2=NCCN2)c1
12) Cc1cc(NC(=O)COc2ccccc2C)no1
13) Cc1nnc(NC(=O)c2ccc(S(=O)(=O)N3CCCCCC3)cc2)o1
14) COc1ccc(-c2cc([C@H]3[C@H]4C=CC[C@@H](C)[C@@H]4C(=O)N3Cc3ccccc3)ccc2F)cc1
15) CCCCC1=CC2=C(c3ccco3)C(=O)C(C)(OC(=O)c3ccc(OC)cc3)C(=O)C2=CN1Cc1ccc2c(c1)OCO2 (stereo not drawn)
16) Cc1ccc(C)c(NC(=S)NCc2ccc3c(c2)OCO3)c1
screen / no.,9,10,11,12,13,14,15,16
NadD inh,-5,-6,16,-3,6,2,28,-2
CSN deneddyl inh,6,-1,2,-4,-1,1,-2,-5
LMPTP block,0.4,-0.8,1.8,0.6,-1.2,7.0,23,-1.0
STEP block,0,-4,-4,2,-5,2,1,-2
SUMO1 PPI mod,-2,-23,-10,4,1,6,-7,-2
TbMetRS inhib,-0.1,0.4,-0.6,-0.2,0.2,-0.3,0.4,-1.3
Rpn11 block,i,i,i,i,i,i,i,i
Scp-1 inhibitor,-7,-7,29,-7,-9,-3,63*,1
PABP1 MLLE inh,0,-105,-130,7,0,10,-32,-7
DNMT1 inh,-5,-10,9,-2,0,8,26,0

17) O=C(Cn1c(=O)cnc2ccccc21)Nc1cccc(S(=O)(=O)N2CCOCC2)c1
18) Cc1ccc(S(=O)(=O)Nc2cc(=O)[nH]c3c2CCC3)cc1
19) COc1ccc(O)c(C(=O)C2c3ccccc3C(=O)N2c2ccc(C)cc2)c1 (stereo not drawn)
20) O=C(c1ccccc1)N1CCCN(c2nccc(C(F)(F)F)n2)CC1
21) CN1CCN(C2=CC(=O)OC23CCCCC3)CC1
22) O=C(CCNS(=O)(=O)c1ccccc1)OCC(=O)c1ccc(Br)cc1
23) Cc1cc(NC(=O)CSc2nc3c(C)ccc(C)c3cc2C#N)no1
24) NC(=O)CC(NC(=O)c1ccc(Br)cc1)c1ccc(NCc2ccc(F)c(F)c2)c([N+](=O)[O-])c1 (stereo not drawn)
screen / no.,17,18,19,20,21,22,23,24
NadD inh,-3,-2,3,2,0,-8,4,9
CSN deneddyl inh,-4,3,1,-5,1,-3,-2,9
LMPTP block,0.4,-1.4,0.9,-1.2,-1.6,-0.3,0.5,-0.6
STEP block,-2,-2,1,-2,0,0,-1,0
SUMO1 PPI mod,-23,-4,-15,-2,7,2,-29,-34
TbMetRS inhib,0.6,-0.9,0.1,0.2,-1.9,-0.1,0.5,-0.4
Rpn11 block,i,i,i,i,i,i,i,i
Scp-1 inhibitor,6,6,-7,-10,-10,-9,-5,1
PABP1 MLLE inh,-13,3,28,-2,1,0,-5,-19
DNMT1 inh,-2,-3,-1,0,3,-1,9,29

25) Cc1c(C(=O)NNC(=O)c2ccncc2)oc2ccccc12
26) CCOC(=O)c1ccccc1NC(=O)CN(c1ccccc1C)S(C)(=O)=O
27) O=C(c1cccc(N2C(=O)C3C4C=CC(C4)C3C2=O)c1)N1CCN(c2ccccc2)CC1 (stereo not drawn)
28) O=C(CN(c1ccccc1)S(=O)(=O)c1ccccc1[N+](=O)[O-])N1CCCC1
29) CC(C)[C@H](NC(=O)[C@@H]1Cc2ccccc2CN1C(=O)OC(C)(C)C)C(=O)NCC1CCCO1 (stereo partly drawn)
30) O=C(CCNC(=O)c1ccc(Cl)cc1)Nc1cc(C(F)(F)F)ccc1N1CCOCC1
31) Cc1ccc(NC(=O)CSc2nnc(CNC(=O)c3cccs3)o2)cc1
32) CC(NC(=O)C12CC3CC(CC(C3)C1)C2)c1ccc2c(c1)OCCO2 (stereo not drawn)
screen / no.,25,26,27,28,29,30,31,32
NadD inh,0,-1,3,-1,-1,-2,6,-15
CSN deneddyl inh,-2,4,-2,2,2,-2,-1,-1
LMPTP block,0.7,-0.8,-2.2,-1.4,0.8,0.3,-4.0,0.6
STEP block,2,0,1,-1,-2,1,-2,1
SUMO1 PPI mod,4,-1,-6,4,-1,26,-3,1
TbMetRS inhib,-0.6,-1.0,-0.4,-0.5,-0.6,-0.1,0.1,-1.0
Rpn11 block,i,i,i,i,i,i,i,i
Scp-1 inhibitor,-2,-7,0,-4,-3,.,-9,-8
PABP1 MLLE inh,5,5,-4,-8,-2,-22,5,-19
DNMT1 inh,2,5,-6,0,2,-5,-1,10

Entries of single compounds, looked up by structure. Order of screens: NadD inh, CSN deneddyl inh, LMPTP block, STEP block, SUMO1 PPI mod, TbMetRS inhib, Rpn11 block, Scp-1 inhibitor, PABP1 MLLE inh, DNMT1 inh
Listed for Cc1c(C(=O)NNC(=O)c2ccncc2)oc2ccccc12 = 0, -2, 0.7, 2, 4, -0.6, i, -2, 5, 2
Listed for CCOC(=O)c1ccccc1NC(=O)CN(c1ccccc1C)S(C)(=O)=O = -1, 4, -0.8, 0, -1, -1.0, i, -7, 5, 5
Listed for CC(NC(=O)C12CC3CC(CC(C3)C1)C2)c1ccc2c(c1)OCCO2 (stereo not drawn) = -15, -1, 0.6, 1, 1, -1.0, i, -8, -19, 10
Listed for CC(C)[C@H](NC(=O)[C@@H]1Cc2ccccc2CN1C(=O)OC(C)(C)C)C(=O)NCC1CCCO1 (stereo partly drawn) = -1, 2, 0.8, -2, -1, -0.6, i, -3, -2, 2

Following part.
33) Cc1cc(NCCN2CCOCC2)n2nc(C)c(-c3ccc(Cl)cc3)c2n1
34) O=C(c1cn(-c2ccccc2)nc1-c1ccc(Cl)s1)N1CCOCC1
35) C/C(CC(=O)Nc1cccc(Cl)c1Cl)=N\NC(=O)c1ccccc1N
36) Cc1ccc(NC(=O)C2CCCN(C(=O)c3ccc(Cl)cc3)C2)cc1S(=O)(=O)N1CCOCC1 (stereo not drawn)
37) COc1ccc(Cl)cc1NC(=O)NNC(=O)c1ccccn1
38) CN(CCc1ccccc1)C(=O)CCc1nnc(Cc2ccc3c(c2)OCO3)o1
39) O=C(NNS(=O)(=O)c1ccccc1[N+](=O)[O-])c1ccc(O)cc1
40) COc1ccc2cc(C(=O)CS(=O)(=O)c3ccccc3)c(=O)oc2c1
41) CCCCN1C(=N)N([C@@H](C)CN2CCC[C@H]2CN2C(N)=NC[C@@H]2Cc2ccccc2)C[C@H]1[C@H](C)CC
42) Cc1ccccc1Nc1nc(N)nc(CN2CCN(C(=O)c3ccccc3)CC2)n1
43) CC(/C=N/NC(=O)CNc1n[nH]c(=O)[nH]c1=O)c1ccccc1 (stereo not drawn)
screen / no.,33,34,35,36,37,38,39,40,41,42,43
NadD inh,-7,-12,0,-7,-3,4,-20,-3,-9,5,-5
CSN deneddyl inh,-5,-1,0,-5,-4,-1,-1,6,0,15,-1
LMPTP block,2.2,2.1,0.2,0.3,0.0,-1.3,-2.4,-2.2,1.1,-0.6,-1.3
STEP block,2,-5,0,-1,3,-1,4,0,1,1,-1
SUMO1 PPI mod,5,11,-3,1,-1,-2,-2,-62,-14,-1,-6
TbMetRS inhib,-0.1,-0.4,-0.6,-0.1,-0.4,-0.3,0.2,0.2,0.3,-0.7,-0.5
Rpn11 block,i,i,i,i,i,i,i,i,i,i,i
Scp-1 inhibitor,-4,-10,-3,-1,7,-4,-5,-7,-5,6,-4
PABP1 MLLE inh,-2,-9,1,10,0,-10,4,5,-4,-1,-7
DNMT1 inh,-7,-1,-4,-6,2,-1,-3,2,0,-2,2
